mHTT-CaM PPI inh – mutant huntingtin-calmodulin interaction inhibitors – biochemical, AlphaScreen, primary screen; AlphaScreen His-mHTT/GST-CaM binding, luminescence; inhibition, % at 15 µM; actives 3.6% (n = 190,000); AID 1671202, 2021;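 further: 0% = both proteins with DMSO and 100% = one protein alone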
Pf apPOL block – Pf-apPOL inhibitors, biochemical, fluorescence. Plasmodium falciparum apicoplast DNA polymerase (apPOL). Recombinant Pf-apPOL, molecular beacon fluorescence, 1.5 h. inhibition, % at 10 µM. actives 0.25% (n = 210,000). AID 1794808, 2022
An asterisk follows results filed as active; / = not tested or not shown; & = joins results of further samples. No stated cut-off is given here; in the data, active means inhibition above about 50%; inactive means the rest.

SMILES | mHTT-CaM PPI inh | Pf apPOL block
Cc1ccc(S(=O)(=O)n2nc(C)c(C)c2C)c(C)c1 | -14 | -2
CCC(=O)Nc1ccc(NC(=O)COc2ccc(Cl)cc2C)cc1 | 6 | -6
CS(=O)(=O)N1CCc2ccc(C(=O)NCc3ccc(N4CCCC4)cc3)cc21 | 8 | -1
CC1(C)N=C(c2ccc(Cl)cc2)C(=O)N1CC(=O)Nc1cccc(F)c1 | -10 | -5
Cc1cccc(-n2ccn(CC(=O)NCCc3ccccc3)c(=O)c2=O)c1 | -7 | 10
Oc1ccc(Br)cc1CNc1nc2ccccc2[nH]1 | 16 | -5
COc1cccc(C2=COC3(CCCN(C(=O)c4ccco4)C3)C2)c1 (stereo not drawn) | -10 | -6
O=C1CC(c2ccccc2Cl)CC2=C1C(c1cccnc1)Nc1ccccc1N2 (stereo not drawn) | 10 | -16
Cc1ccc(-n2nc(C)c3c2OC(N)=C(C#N)C3c2ccccc2F)cc1 (stereo not drawn) | 14 | -1
O=c1ccn(-c2ccc(F)cc2)nc1-c1ccn[nH]1 | / | -2
CCCC1CCC2(CCCN2CCOC(=S)Nc2cccc(Cl)c2)CC1 (stereo not drawn) | 28 | -4
Oc1ccc(Br)cc1C=Nc1ccc(Cl)cc1 | 24 | -2
O=C1CC2(CCN(C(=O)CCCc3ccccc3)CC2)Oc2ccccc21 | 3 | -225
CCNC(=O)c1cc2c(=O)n3ccccc3nc2n(C(C)CC)c1=N (stereo not drawn) | -7 | 7
Cc1ccc(C)c(NC(=O)CCc2ccccc2)c1 | -4 | -4
O=C(CCc1conc1-c1ccccc1)NC1CCCCC1 | 0 | -6
O=C(O)c1cc(-c2cccs2)n(C2CCS(=O)(=O)C2)n1 (stereo not drawn) | 1 | -3
O=C1NC2(CCN(C(=O)NCc3ccccc3)CC2)Nc2cc(Cl)ccc21 | -2 | -4
Cc1cc(O)cc2occ(-c3cnn(-c4ccccc4)c3)c(=O)c12 | 26 | -2
CCn1cc(C(=O)NCCCN2CCOCC2)c2cc(OC)c(OC)cc2c1=O | -6 | -6
Cc1ccc(C(=O)NCc2ccc(N3CCCCCC3)nc2)s1 | 16 | -2
CC(C)C1Oc2ccc(Cl)cc2C2CC(c3cccs3)=NN21 (stereo not drawn) | 41 | -1
CS(=O)(=O)N1CCN(c2ccc([N+](=O)[O-])cc2Cl)CC1 | 1&4 | -1
CC1CN(S(=O)(=O)c2cc([N+](=O)[O-])ccc2N2CCCCCC2)CC(C)O1 (stereo not drawn) | 4 | -8
CCCn1c(C2CCN(S(=O)(=O)c3cccc4nsnc34)C2)nc2cccnc21 (stereo not drawn) | -4 | -7
Cc1c(Cl)c([N+](=O)[O-])nn1CCCC(=O)Nc1ccc(Cl)cc1 | 4 | 2
COc1cc(C=C2SC(=NCC(=O)O)NC2=O)ccc1OCc1ccc(F)cc1 | -1 | -8
COc1ccc(C)cc1NC(=O)NCCC1CCN(S(=O)(=O)c2ccc(C)cc2)CC1 | 39 | -1
Cc1sc2ncnc(Nc3ccc(F)cc3)c2c1C | -6 | 0
c1ccc2c(-c3nnc(CN4CCOCC4)o3)cccc2c1 | / | -14
CN(C)c1cccc(C(=O)NCc2cccnc2-c2ccccc2)c1 | 6 | -10
Cc1ccc2ncc(C#N)c(N3CCC(C(=O)Nc4ccccc4C)CC3)c2c1 | 6 | 2
O=C(NCc1ccc(Br)cc1)c1cn2c(n1)CCCC2 | 6 | -5
Cc1nn(CC(=O)N2CCc3ccccc3C2)c(C)c1[N+](=O)[O-] | 2 | 0
O=C(Nc1ccccc1)Nc1ccccc1N1CCOCC1 | / | -6&-16
c1cc2c(ccc3nonc32)nn1 | -7 | -5&0
Cc1cc(C(=O)NCC(C)C)nc2cc(-c3ccccc3)nn12 | -10 | 0
Nc1ccc(Cl)c(-c2nc3ccccc3s2)c1 | 10 | -1
COc1cc(Nc2ncc3c(n2)CCN(Cc2ccc(F)c(F)c2)C3)cc(OC)c1 | 11 | -1
Cc1[nH]n(-c2ccccc2)c(=O)c1C=Nc1c(C)n(C)n(-c2ccccc2)c1=O | 4 | -1

Reprinted from the listing, 24 compounds:
SMILES | mHTT-CaM PPI inh | Pf apPOL block
O=C(O)c1cc(-c2cccs2)n(C2CCS(=O)(=O)C2)n1 (stereo not drawn) | 1 | -3
O=C1NC2(CCN(C(=O)NCc3ccccc3)CC2)Nc2cc(Cl)ccc21 | -2 | -4
Cc1cc(O)cc2occ(-c3cnn(-c4ccccc4)c3)c(=O)c12 | 26 | -2
CCn1cc(C(=O)NCCCN2CCOCC2)c2cc(OC)c(OC)cc2c1=O | -6 | -6
Cc1ccc(C(=O)NCc2ccc(N3CCCCCC3)nc2)s1 | 16 | -2
CC(C)C1Oc2ccc(Cl)cc2C2CC(c3cccs3)=NN21 (stereo not drawn) | 41 | -1
CS(=O)(=O)N1CCN(c2ccc([N+](=O)[O-])cc2Cl)CC1 | 1&4 | -1
CC1CN(S(=O)(=O)c2cc([N+](=O)[O-])ccc2N2CCCCCC2)CC(C)O1 (stereo not drawn) | 4 | -8
CCCn1c(C2CCN(S(=O)(=O)c3cccc4nsnc34)C2)nc2cccnc21 (stereo not drawn) | -4 | -7
Cc1c(Cl)c([N+](=O)[O-])nn1CCCC(=O)Nc1ccc(Cl)cc1 | 4 | 2
COc1cc(C=C2SC(=NCC(=O)O)NC2=O)ccc1OCc1ccc(F)cc1 | -1 | -8
COc1ccc(C)cc1NC(=O)NCCC1CCN(S(=O)(=O)c2ccc(C)cc2)CC1 | 39 | -1
Cc1sc2ncnc(Nc3ccc(F)cc3)c2c1C | -6 | 0
c1ccc2c(-c3nnc(CN4CCOCC4)o3)cccc2c1 | / | -14
CN(C)c1cccc(C(=O)NCc2cccnc2-c2ccccc2)c1 | 6 | -10
Cc1ccc2ncc(C#N)c(N3CCC(C(=O)Nc4ccccc4C)CC3)c2c1 | 6 | 2
O=C(NCc1ccc(Br)cc1)c1cn2c(n1)CCCC2 | 6 | -5
Cc1nn(CC(=O)N2CCc3ccccc3C2)c(C)c1[N+](=O)[O-] | 2 | 0
O=C(Nc1ccccc1)Nc1ccccc1N1CCOCC1 | / | -6&-16
c1cc2c(ccc3nonc32)nn1 | -7 | -5&0
Cc1cc(C(=O)NCC(C)C)nc2cc(-c3ccccc3)nn12 | -10 | 0
Nc1ccc(Cl)c(-c2nc3ccccc3s2)c1 | 10 | -1
COc1cc(Nc2ncc3c(n2)CCN(Cc2ccc(F)c(F)c2)C3)cc(OC)c1 | 11 | -1
Cc1[nH]n(-c2ccccc2)c(=O)c1C=Nc1c(C)n(C)n(-c2ccccc2)c1=O | 4 | -1

(cont.)
SMILES | mHTT-CaM PPI inh | Pf apPOL block
O=C(CN1C(=O)NC2(CCCCC2)C1=O)NCc1ccc2c(c1)OCO2 | 6 | 4
COc1cccc(COc2coc(C(=O)NCCC3=CCCCC3)cc2=O)c1 | 0 | 0
COC(=O)c1ccccc1NC(=O)N1CCC(c2cc(-c3cccc(OC)c3)n[nH]2)CC1 | 34 | 15
O=[N+]([O-])c1ccc2nc(-c3ccccc3)[nH]c2c1 | 11 | 31
C=CCN1[C@@H](C)COc2cccc(N3CCCC3)c2S1(=O)=O | -8 | -7
COc1ccccc1CNC(=O)c1cc2c(s1)CCN(C(=O)c1ccc(F)cc1)C2 | -6 | -1
O=C(CCc1ccccc1)NCc1ccccn1 | 10 | 0
Cc1[nH]nc2c1C(c1cn(CC(N)=O)nc1-c1ccccc1)C(C#N)=C(N)O2 (stereo not drawn) | -2 | -2
O=C(COc1cccc2ccc(N3CCCCC3)nc12)NCc1ccc2c(c1)OCO2 | -16 | -2
CCCCCc1ccc(/C=C/C(=O)Nc2cc(Cl)ccc2C(=O)O)cc1 | / | -70
COc1ccc(CNC(=O)CSCc2ccc(C)cc2)cc1 | -13 | -6
CC(=O)N1CCC(n2c(C)nc(C(=O)Nc3cccc(F)c3)c2C)CC1 | -1 | -7
O=C(CCSc1cc(Cl)ccc1Cl)N1CCc2cc([N+](=O)[O-])ccc21 | / | -13
COc1ccc(-c2noc(C3CCN(CC(=O)Nc4cc(F)ccc4C)CC3)n2)cc1 | 2 | -7
COc1ccccc1-c1onc(C)c1C(=O)NCc1ccccc1 | 0 | 1
COc1ccc2c(c1OC)C(=O)OC2Nc1cccc([N+](=O)[O-])c1 (stereo not drawn) | 5 | 0
CC1CCN(CN2C(=O)C(=Nc3ccc(F)cc3)c3ccccc32)CC1 | 2 | -4
CSc1nc2n(n1)C(c1ccc(Cl)cc1)C1=C(CCCC1=O)N2 (stereo not drawn) | 3 | -4
N#CC(=Cc1ccoc1-c1ccc([N+](=O)[O-])cc1)C(N)=S | 5 | -7
CCOc1cccc2sc(NC(=O)c3ccc(S(=O)(=O)N(CC)CC)cc3)nc12 | 28 | -5
C[C@@H](NS(=O)(=O)c1ccc(Br)cc1F)[C@@H](O)c1ccccc1 | -6 | -4
CCCCC(=O)Nc1c2c(nn1-c1ccccc1C)CSC2 | 36 | -6
COCC(=O)N1CCCC(COc2ccc(C(=O)NC(C)C)cc2)C1 (stereo not drawn) | -3 | -3
O=C(O)c1nccnc1C(=O)N1CCCN(C(=O)c2cccs2)CC1 | / | -6
CC1(c2ccccc2)OC(=O)C(=Cc2ccc(Br)cc2)C(=O)O1 (stereo not drawn) | 1 | -2
O=C(Nc1cccc(F)c1)c1ccc(N2CCC(NCc3ccc(Cl)cc3)C2)nc1 (stereo not drawn) | 12 | 3
O=C(COc1cccc2c1CCN(Cc1ccc(F)cc1)C2=O)Nc1ccc2c(c1)OCO2 | 9 | -2
COc1cccc(C2C=C(c3cccc(Br)c3)Nc3nnnn32)c1 (stereo not drawn) | -13 | -6
Nc1nnc(SCC(=O)N2CCCCC2)s1 | -1 | -5
CNc1nccc(N2CCC(CC(=O)N3CCN(c4cccc(C)c4)CC3)CC2)n1 | 11 | 2
OCc1ccc(-n2cncn2)cc1 | / | 0
O=C(CN1C(=O)NC2(CCCCC2)C1=O)Nc1cccc(Br)c1 | 2 | -5
Cc1ccccc1-c1nnc(CSc2ccc(N)cc2)o1 | 2 | -2
COc1ccc(NC(=O)c2cccc(NC(=O)c3ccc(Br)o3)c2)cc1 | 4 | 1
Oc1cc(O)c2ncccc2c1 | 100* | 1
Cc1nc(-c2ccccn2)[nH]c(=O)c1Cc1c(Cl)cccc1Cl | / | 0
C=CCOc1ccc2c(=O)c(Oc3ccccc3Cl)coc2c1 | 3 | -5
O=C(Nc1ccc2oc(-c3cccnc3)nc2c1)c1ccccc1F | -3 | 10
COc1ccc(C=C2Oc3c(ccc(O)c3CN3CCCCCC3)C2=O)c(OC)c1OC | 18 | -2
Cc1ccc(CN2C(=O)NC3(CCN(C(=O)c4cccc(Cl)c4)C3)C2=O)cc1 (stereo not drawn) | 29 | -4

Entries shown so far that contain two or more sulfur atoms:
SMILES | mHTT-CaM PPI inh | Pf apPOL block
O=C(O)c1cc(-c2cccs2)n(C2CCS(=O)(=O)C2)n1 (stereo not drawn) | 1 | -3
CCCn1c(C2CCN(S(=O)(=O)c3cccc4nsnc34)C2)nc2cccnc21 (stereo not drawn) | -4 | -7
CCOc1cccc2sc(NC(=O)c3ccc(S(=O)(=O)N(CC)CC)cc3)nc12 | 28 | -5
Nc1nnc(SCC(=O)N2CCCCC2)s1 | -1 | -5

Additional structures.
SMILES | mHTT-CaM PPI inh | Pf apPOL block
COc1cccc(CC(=O)NCC2CCN(Cc3ccccc3SC)CC2)c1 | 0 | -8
O=C(CCN1C(=O)c2cccc([N+](=O)[O-])c2C1=O)Nc1ccc(N2CCCCC2)cc1 | 15 | 8
O=C(c1cc(-c2cccs2)n(CC(=O)N2CCCc3ccccc32)n1)N1CCOCC1 | -3 | -4
COc1cccc(C(=O)Nc2ccc(O)c(C)c2)c1 | -6 | 0
Cn1c(C2CCN(S(=O)(=O)Cc3ccc(F)cc3Cl)C2)nc2ccncc21 (stereo not drawn) | 6 | 3
CCOc1ccc(/C=C(\C#N)c2nc3ccccc3n2C)cc1 | 8 | -2
CCOc1ccccc1N1CCN(CC(O)c2ccc3c(c2)OCO3)CC1 (stereo not drawn) | 11 | -3
O=C(CSc1nnnn1-c1ccccc1)N(c1ccccc1)c1ccccc1 | -2 | 0
N#Cc1ccc(C(=O)N2CCC3(CC2)NC(=O)N(Cc2ccccc2Cl)C3=O)cc1 | 4 | 4
CC(=O)NC(=Nc1nc(C)cc(C)n1)Nc1ccc(Cl)cc1Cl | 0&-2 | 2&-6
CCCN1C(=O)C2CCC(=O)N2c2ccc(C(=O)NCc3cccc(OC)c3OC)cc21 (stereo not drawn) | -2 | -6
COc1ccc(-c2ncc3c(n2)CCN(C(=O)c2c(F)cccc2Cl)C3)cc1 | 0 | -2

Screens as filed in PubChem.
